Assay outcomes as filed in PubChem.
RAD52 anneal inh – blocks human RAD52 DNA annealing | recombinant RAD52 DNA annealing, FRET fluorescence | P43351 | inhibition, % at 18.7 µM | actives 0.46% (n = 360,000);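 active means every replicate showing at least 50% inhibition; inconclusive means mean inhibition at least 50% but not in every replicate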
Target sequence (P43351 whole entry, looked up): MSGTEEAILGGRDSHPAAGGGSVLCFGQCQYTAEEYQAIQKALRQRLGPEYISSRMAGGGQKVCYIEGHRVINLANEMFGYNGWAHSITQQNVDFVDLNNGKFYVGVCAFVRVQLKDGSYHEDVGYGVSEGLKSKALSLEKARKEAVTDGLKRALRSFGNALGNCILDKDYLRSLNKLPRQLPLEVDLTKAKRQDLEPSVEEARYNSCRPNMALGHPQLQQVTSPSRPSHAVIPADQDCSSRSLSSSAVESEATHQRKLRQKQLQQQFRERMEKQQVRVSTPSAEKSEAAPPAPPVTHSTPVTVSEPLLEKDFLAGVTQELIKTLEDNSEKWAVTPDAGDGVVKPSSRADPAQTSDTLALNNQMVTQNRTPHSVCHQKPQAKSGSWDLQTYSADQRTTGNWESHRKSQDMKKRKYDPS
FN deposition inh – fibronectin deposition inhibition; AH1F fibroblasts, Alexa488-fibronectin deposition fluorescence, overnight; inhibition, % at 12.6 µM; actives 0.086% (n = 350,000); AID 743247;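 active means mean inhibition across replicates of 30% or more, regardless of how many single replicates reach that level; inconclusive means mean under 30% yet at least half of replicates reach 30%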;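 further: positive control wells lacked labelled fibronectin entirely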
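Schedule: 1 h cell adhesion before compound, then overnight fibronectin incubation; test system: AH1F fibroblast monolayer depositing Alexa488-labelled fibronectin into matrix; quantity: 10000 AH1F cells per well; probe or stimulus: fluorescent fibronectin at 24 nM final; signal: fluorescence, ex 485 nm, em 525 nm; evaluation: percent inhibition as loss of matrix-bound fibronectin fluorescence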
RAD54 inh – RAD54 (human) branch migration inhibition; Q92698; RAD54 Holliday junction branch migration, FAM/BHQ fluorescence; inhibition, % at 10.4 µM; actives 0.14% (n = 360,000); AID 602329;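 active means mean normalized replicate activity at least 40 and at least half of replicates scoring 40 or more; inconclusive means only one of the two criteria met; inactive means mean below 40 and under half of replicates reaching 40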;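 further: 0% = median of neutral control wells and 100% = median of positive control wells; inhibitors cause a drop in the FAM fluorescence signal; in these data hits start at about 50%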
esBAF inh – blocks esBAF chromatin remodeling in mouse ES cells | Bmi1-luciferase knock-in reporter, 24 h; 100% = twice the neutral-well signal | reporter increase, % at 12.5 µM | actives 2% (n = 350,000); in the data active means activation above about 40%; inconclusive means no clear call, values can overlap the other calls;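 further: 0% = median of the plate's neutral control wells and 100% = double that signal; a rise in the Bmi1 reporter signal indicates esBAF inhibition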
Xi reactivation – reactivates the inactive X chromosome in mouse fibroblasts. actives 0.055% (n = 360,000). XiGFP mouse fibroblasts, % GFP-positive cells imaging, 3 d; cells co-treated with 5-aza-dC sensitizer; scaled so ellipticine positive control = 100%. activation, % at 7.58 µM;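 active means mean normalized replicate activation at least 10% and every replicate at or above 10%; inconclusive means only one of the two criteria met; inactive means mean below 10% and not all replicates reach 10%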;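 further: 0% = median of on-plate neutral control wells and 100% = ellipticine 6 µM median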
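assay system = SV40-immortalized XiGFP fibroblast cells, line 68-5-11 | buffer or medium = DMEM plus 5-aza-dC sensitizer | doses = single-point pinned compound dosing | times = 3-day compound exposure, then 15 min fixation at room temperature | benchmarks = positive control ellipticine, 6 µM final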
S100A4 MyoIIA – inhibitors of human S100A4 binding to myosin IIA peptide; AID 652163; S100A4/TAMRA-MyoIIA peptide fluorescence polarization; P26447; inhibition, % at 10.7 µM; actives 0.14% (n = 360,000);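 active means mean inhibition of at least 70% across replicates, with every replicate also reaching that level; inconclusive means mean inhibition reaches 70% but some replicates fall short; inactive means mean inhibition below 70%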
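incubation = readout 5 min after mixing, signal stable up to 60 min | system = S100A4 monomer protein | buffer or medium = HEPES pH 7.2 with CaCl2, KCl, NaCl, DTT, Triton | benchmarks = neutral control DMSO, positive control TFP | also added = fluorescent myosin IIA peptide, 5 nM | compound dosing = one concentration per compound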
EWS-Fli block – EWS/Fli transcriptional activity inhibition; A673 NR0B1-luciferase reporter, viability-normalised; inhibition, % at 12.6 µM; actives 0.67% (n = 350,000);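 active means mean inhibition of at least 50% after viability correction, with every replicate also passing that limit; inconclusive means mean reaches 50% but only one of two replicates passes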;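 further: firefly luciferase signal divided by Alamar Blue viability fluorescence both relative to DMSO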
E-sel inducer – E-selectin induction on HUVECs; actives 0.37% (n = 260,000); activation, % at 7.58 µM; P16581; HUVEC E-selectin immunofluorescence imaging; normalized: neutral wells 0, TNF-alpha wells 100;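 active means mean E-selectin-positive cell signal at least 10% of the positive control, reached in at least 60% of replicates, without over 20% cell loss; inconclusive means no rule given, readout overlaps actives, possibly toxicity-flagged; inactive means the rest, including those meeting only one limit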;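 further: in these data hits start at about 27%; measured in HUVEC primary endothelial cells; signal is the percent of cells scored E-selectin positive by PE staining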
Target sequence (P16581 whole entry, looked up): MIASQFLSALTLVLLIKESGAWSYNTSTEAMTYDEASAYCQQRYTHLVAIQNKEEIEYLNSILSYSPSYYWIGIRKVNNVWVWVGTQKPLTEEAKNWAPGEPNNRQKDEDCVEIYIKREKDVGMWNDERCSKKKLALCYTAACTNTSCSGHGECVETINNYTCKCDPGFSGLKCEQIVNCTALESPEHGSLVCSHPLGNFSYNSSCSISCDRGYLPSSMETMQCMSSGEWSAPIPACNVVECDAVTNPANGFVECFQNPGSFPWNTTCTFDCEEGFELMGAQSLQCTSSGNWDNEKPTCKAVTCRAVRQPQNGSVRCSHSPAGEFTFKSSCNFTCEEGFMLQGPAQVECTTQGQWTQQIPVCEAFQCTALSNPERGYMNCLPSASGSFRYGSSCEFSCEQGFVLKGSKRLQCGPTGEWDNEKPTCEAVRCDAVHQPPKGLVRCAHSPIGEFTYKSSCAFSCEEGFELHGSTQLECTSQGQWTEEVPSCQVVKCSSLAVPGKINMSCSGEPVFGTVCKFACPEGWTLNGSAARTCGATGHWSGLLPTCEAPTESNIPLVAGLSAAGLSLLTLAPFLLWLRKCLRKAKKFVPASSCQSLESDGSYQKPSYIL
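assay system = HUVEC, human umbilical vein endothelial cells | input = 3,000 HUVEC seeded per well | medium = EGM-2 growth medium on 0.1% gelatin-coated wells | dosing = one compound dose added by pin transfer | signal = immunofluorescence imaging | read-out basis = % PE-positive cells | control set = TNF-alpha, DMSO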
An asterisk follows results filed as active; i = inactive; u = inconclusive; x = not tested or not shown.

Molecule | RAD52 anneal inh | FN deposition inh | RAD54 inh | esBAF inh | Xi reactivation | S100A4 MyoIIA | EWS-Fli block | E-sel inducer
CCOC(=O)[C@H](CCc1ccccc1)N[C@@H](C)C(=O)N1[C@H](C(=O)O)C[C@@H]2CCC[C@@H]21 | 11 | -5 | -13 | -5 | -0.1 | -4 | -11 | 0.6
CC(C)(C)[S@@](=O)N1Cc2cc(C(=O)N3CCCCC3)nc(-c3cccc(-c4ccccc4F)c3)c2[C@H]1CCO | -8 | 4 | 9 | -2 | 0.0 | -32 | -14 | 0.3
O=C(Nc1ccc(Cl)cc1)N[C@@H]1CC[C@H](CCNC(=O)c2ccccc2F)O[C@H]1CO | 2 | x | -7 | -4 | 0.1 | u | 1 | -0.3
Cc1nn(C)cc1S(=O)(=O)N1CCN(c2ccc(F)cc2)CC1 | -16 | x | 6 | x | 0.2 | -4 | 6 | -0.4
COc1ccccc1C(=O)COC(=O)c1cc([N+](=O)[O-])ccc1N1CCOCC1 | -17 | -1 | 0 | 0 | 0.1 | 4 | 4 | x
CC(Cc1c[nH]c2ccccc12)NC(=O)OCCCl (stereo unspecified) | -40 | 15 | x | x | 0.3 | -3 | 3 | x
N=c1n(CCCOc2ccc(F)cc2)c2ccccc2n1CC(N)=O | -2 | 5 | 2 | -6 | -0.3 | 2 | 8 | x
Cc1ccc(S(=O)(=O)Nc2ncnc3ccccc23)cc1 | -17 | 3 | 3 | 7 | 0.0 | -6 | -9 | 0.2
COc1ccc(Cl)c2c1[nH]c1nc(SCc3cccnc3)nnc12 | -2 | -3 | x | x | 0.1 | -1 | 2 | 0.2
CN(C)C(=O)C[C@H]1CC[C@@H]2[C@H](COc3ccc(NC(=O)c4ccc(F)cc4)cc3C(=O)N2C)O1 | -11 | -1 | 1 | 1 | 0.3 | 15 | -13 | -0.1
COc1ccc(OCC(=O)Nc2sc3c(c2C(=O)NCC2CCCO2)CCC3)cc1 (stereo unspecified) | -6 | x | 4 | 5 | x | -6 | 16 | x
COc1ccc(C#Cc2ccc3c(c2)[C@]2(C(=O)N3)[C@H](c3ccc(O)cc3)N3[C@H](c4ccccc4)[C@H](c4ccccc4)OC(=O)[C@H]3[C@@H]2C(=O)N2CCCCCCC2)cc1 | 18 | x | 3 | x | x | -6 | -3 | x
C[C@H]1CN([C@@H](C)CO)C(=O)c2cccc(NC(=O)c3nc4ccccc4s3)c2O[C@@H]1CN(C)Cc1ccc(C(=O)Nc2ccccc2N)cc1 | 33 | -2 | 1 | 11 | -1.1 | -1 | -8 | 0.8
C#Cc1cccc(C(=O)N2CCCC(Nc3cccc(F)c3)C2)c1 (stereo unspecified) | -18 | 6 | -5 | 2 | 0.3 | -3 | -2 | -0.2
COc1ccc(OC)c(/C=C/C(=O)c2ccc3c(c2)OCCO3)c1 | -54 | 4 | 1 | 23 | 0.1 | -3 | -83 | -3.2

The listing continues:
Molecule | RAD52 anneal inh | FN deposition inh | RAD54 inh | esBAF inh | Xi reactivation | S100A4 MyoIIA | EWS-Fli block | E-sel inducer
C[C@]12CC[C@H](O)CC1=CCC1C2CC[C@@]2(C)C1CCC21OCCO1 (stereo partly specified) | -11 | -3 | 19 | -10 | 0.0 | -1 | 2 | 0.1
COC(=O)c1cc(C(=O)Nn2cnnc2)cc([N+](=O)[O-])c1 | 4 | 6 | -8 | -3 | 0.2 | 1 | 4 | -0.1
C[C@H]1CN([C@@H](C)CO)C(=O)CCCn2nncc2CO[C@@H]1CN(C)C(=O)C1CC1 | 6 | -6 | 3 | -4 | 0.0 | 3 | -9 | -0.1
Cc1nnc(N2CCCC(C(=O)NCc3cccc(F)c3)C2)c2nn(-c3ccccc3)c(C)c12 (stereo unspecified) | i | -7 | 3 | -10 | 0.1 | -11 | x | 0.0
O=S(=O)(c1ccc(Cl)cc1)n1cnc2ccccc21 | -2 | -5 | -7 | 1 | 0.2 | -3 | 20 | x
C[C@@H]1CN([C@@H](C)CO)C(=O)c2cc(NC(=O)Cc3ccccc3)ccc2O[C@@H](C)CCCCO[C@H]1CN(C)S(=O)(=O)c1ccc(Cl)cc1 | -2 | x | -2 | -5 | -0.1 | 2 | -8 | -0.1
Oc1c(CN2CCN(c3ccccc3)CC2)cc(Br)c2cccnc12 | -14 | 10 | -11 | -45 | 0.0 | -12 | -4 | 0.2
Cc1ccccc1OCC(=O)NCCCNC(=O)c1ccncc1 | -7 | 6 | -4 | 8 | 0.0 | 0 | -3 | 0.0
CCCCn1cnc2c(SCCc3ccccc3)nc(N)nc21 | -5 | 5 | -1 | x | -0.1 | -3 | -28 | 0.7
Cc1noc(C)c1S(=O)(=O)N(C)C[C@H]1Oc2ccc(NC(=O)Nc3ccccc3)cc2CC(=O)N([C@@H](C)CO)C[C@@H]1C | x | x | x | 7 | -0.7 | x | 9 | 0.1
CCc1ccc(NC(=O)Cn2nc(C)n3cccc3c2=O)cc1 | -17 | -1 | -12 | -1 | 0.1 | -2 | x | 1.4
N#C[C@@H]1[C@H](c2ccccc2)[C@@H](CO)N1S(=O)(=O)c1ccc(-c2ccccc2)cc1 | -26 | 10 | -3 | 2 | 0.2 | 11 | 11 | -0.6
COCC(=O)Nc1ccc2c(c1)[C@@H]1C[C@@H](CC(=O)NCCN3CCCCC3)O[C@H](CO)[C@@H]1O2 | 22 | -7 | 10 | -1 | 0.6 | -8 | 1 | -0.1
Cc1ncc[nH]1 | 0 | x | 1 | 3 | x | -3 | 4 | x
Cc1ccc(C=C2C=C(c3ccccc3)OC2=O)cc1 | -143 | x | x | x | 0.1 | -2 | -69 | -0.5

The listing continues:
Molecule | RAD52 anneal inh | FN deposition inh | RAD54 inh | esBAF inh | Xi reactivation | S100A4 MyoIIA | EWS-Fli block | E-sel inducer
CCC(C)CNC(=O)c1cccc(OC2CCN(CC(C)(C)C)CC2)c1 (stereo unspecified) | -460 | 4 | 2 | -3 | 0.0 | 1 | -9 | x
CCC1CCC(C(=O)NC(C(=O)NCCc2ccc(S(N)(=O)=O)cc2)C(C)C)CC1 (stereo unspecified) | -13 | -3 | -4 | 2 | 0.3 | -7 | 17 | -0.2
O=C(CN1CCN(S(=O)(=O)c2ccc(Br)cc2)CC1)c1ccc(O)c(O)c1 | -12 | 6 | 10 | -4 | 0.0 | 1 | x | x
Cc1cccc(/N=C/c2sc3ccccc3c2O)n1 | -26 | 2 | 6 | 16 | 0.0 | -7 | -95 | x
COc1ccccc1-n1nnnc1SCC(=O)NC1CCCCC1 | -5 | 6 | 23 | -2 | 0.0 | -1 | -2 | 1.1
CC(C)(C)S(=O)(=O)/C(C#N)=N/Nc1ccc(S(C)(=O)=O)cc1 | -4 | -3 | x | x | 0.0 | -1 | -2 | x
NC(=O)NN=C1CC2CC1C1C=CCC21 (stereo unspecified) | 1 | 0 | x | x | 0.0 | 8 | -7 | -0.4
Cc1ccccc1N1C(S)=C(C#N)C(=O)NC12CCCCC2 | x | -2 | 1 | x | -0.1 | x | x | -2.3
COc1ccc(-c2csc(NC(=O)c3ccccc3Br)c2C(=O)O)cc1 | -13 | x | -15 | 20 | 0.1 | -5 | -12 | x
COc1ccc(-c2nc3ccccc3nc2-c2ccccc2)cc1OC | 2 | -1 | -1 | -1 | -0.1 | 4 | 13 | -0.1
O=C(c1ccc(C(F)(F)F)cc1)N1CCC(=O)N(C(CO)Cc2ccccc2)CC1 (stereo unspecified) | -4 | -8 | -5 | -5 | -0.1 | 1 | 4 | -0.1
Cc1ccccc1N=Cc1ccc[nH]1 | 0 | 2 | 3 | 4 | 0.2 | 0 | -1 | 0.1
CC(C)N1C(=O)CCC1C(=O)N1CCN(c2ccccn2)CC1 (stereo unspecified) | 2 | 0 | 3 | 0 | 0.3 | -1 | 0 | 1.6
Cc1ccc(S(=O)(=O)N(C)C[C@@H]2Oc3ccc(N(C)C)cc3C(=O)N([C@@H](C)CO)C[C@H]2C)cc1 | 6 | x | -14 | -3 | -0.2 | -8 | x | 24
COc1ccc(NS(=O)(=O)c2cc(N)ccc2N2CCCCC2)cc1 | -19 | -3 | x | 8 | 0.1 | -4 | -6 | 4.5

(more compounds)
Molecule | RAD52 anneal inh | FN deposition inh | RAD54 inh | esBAF inh | Xi reactivation | S100A4 MyoIIA | EWS-Fli block | E-sel inducer
CC(=O)Nc1cccc(C(=O)OCC(=O)N2CCC(c3ccccc3)=N2)c1 | 9 | 12 | -11 | -5 | -0.1 | 0 | -38 | x
CCC(=O)N1[C@H](C#N)[C@H](c2ccccc2-c2cccc(C)c2)[C@H]1CO | -7 | -7 | x | x | 0.0 | 1 | -5 | 0.0
COC(=O)c1c(-c2ccc(OC)cc2)c2c(c3c4cc(OC)ccc4n(C(=O)c4ccccc4)c13)C(=O)N(C)C2 | -15 | 1 | x | x | 0.1 | -9 | -2 | 1.0
CCC12C(=O)C(CC)(C(c3ccccc3)=C1c1ccccc1)[C@@H]1C(=O)N(c3ccc(C)cc3)C(=O)C12 (stereo partly specified) | -3 | 10 | x | x | 0.1 | -5 | -2 | -0.8
Cc1cc(N(CCO)CCO)ccc1N=Nc1cc(F)ccc1F | 1 | -5 | 2 | 59* | 0.1 | -4 | -121 | 6.6
COc1ccccc1NC(=O)Cc1noc(CSc2nnc(C)n2C)n1 | -9 | -6 | x | x | -0.2 | 3 | -17 | x
Nc1nonc1-n1nnc(C(=O)N/N=C/c2ccoc2)c1CSc1ccc(Cl)cc1 | -45 | 0 | -3 | 7 | 0.0 | 1 | x | x
CCc1ccccc1OCCCCN1CCCC1 | -2 | x | -12 | -27 | x | -1 | x | x
C[C@@H]1CCCCO[C@H](CN(C)C(=O)Nc2ccccc2)[C@H](C)CN([C@@H](C)CO)C(=O)c2cc(NS(=O)(=O)c3ccc(Cl)cc3)ccc2O1 | -24 | -5 | 2 | 3 | 0.0 | 2 | 7 | x
COc1ccc([C@@H]2CC=C(C(=O)O)[C@H](c3ccccc3F)N2S(=O)(=O)c2ccccc2C)cc1 | -3 | 3 | 3 | -2 | -0.1 | 0 | -3 | 0.3
Cc1ccn2cc(-c3cccc(NC(=O)c4cccs4)c3)nc2c1 | -16 | -14 | x | x | 0.1 | -1 | -63 | 2.2
C=CCn1c(SCC(=O)Nc2ccc(S(N)(=O)=O)cc2)nnc1-c1cnccn1 | -6 | -1 | -11 | 8 | 0.4 | -2 | -3 | x
O=C(C1CC1)N1CC2(C1)[C@@H](c1ccccc1)[C@@H](CO)N2Cc1cncnc1 | -10 | x | x | x | 0.1 | -19 | 1 | -0.1
O=C(NCC(F)(F)F)[C@H]1[C@H](CO)[C@H]2Cn3c(cccc3=O)[C@@H]1N2CC1CCCC1 | -8 | -2 | x | x | -0.1 | 4 | 3 | -0.1
CCN1C(=NCc2ccco2)N[C@@H](c2cccc(F)c2)C(C(=O)OC)=C1C | 1 | -2 | -9 | -5 | 0.0 | -1 | 5 | 0.6
